# From PubChem
# Giardia killer: Giardia lamblia killing. Giardia lamblia trophozoite viability. activity change, % at 7.66 µM, hits read low. hit rate 0.15% among 340,000. AID 540267; in the data active means activity change below about -80%; inconclusive means between about -30% and that limit;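 further: parasites exposed to compound for two days anaerobically before the ATP read; on the % scale 0 is the no-effect control and ±100 the full control effect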
#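 ATP-content bioluminescence gauges trophozoite survival. Cells (100/well) receive compound and incubate anaerobically for 48 hrs at 37 deg C; detection reagent follows for 15-30 min at room temperature.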
# GALK inh: inhibitors of human galactokinase; hit rate 0.007% among 270,000; P51570; Purified GALK, Kinase-Glo residual ATP luminescence; Potency, µM (highest dose often 57.5 µM), without a hit: at the highest dose activity change, negative = inhibition, usual class: inhibitors; further: potency means the concentration at half of the fitted maximal effect; on the % scale 0 is the no-effect control and ±100 the full control effect
#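 Galactose (100 uM) and ATP (35 uM) were turned over by 5 nM GALK for 1 h at RT. Kinase-Glo Plus then converted the remaining ATP into a luminescent signal.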
# Chronic BCR inh: blocks chronic active B-cell receptor signaling; ABC-DLBCL IkBa-CBG/CBR reporter, luminescence ratio, 4 h; Potency, µM (highest dose often 46.1 µM), for inactives: top-dose ratio change, negative = lower green/red ratio, most hits filed as inhibitors; hit rate 0.05% among 340,000; active means well fitted inhibition curve with a large enough effect in the signal ratio, with a control signal flat, not every such curve was filed as active; inconclusive means small, poorly fitted or top-dose-only effect, or effect the other way, or a change in a side signal; the % refers to the signal ratio;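 further: potency means the concentration at half of the fitted maximal effect; plate controls were basal doxycycline-induced cells for no effect and cells given 10 µM MG132 for full effect; MG132 reads +100%, hits lower the ratio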
#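 Compounds up to 46 uM were incubated four hours with TMD8 cells whose green CBG68 luciferase is fused to IkappaBalpha; red CBR luminescence normalised the signal, and concentration-effect curves were fitted to fusion, red and ratio data.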
# ASM inhibitor: inhibitors of human secretory acid sphingomyelinase. P17405. hit rate 0.006% among 340,000. Potency, µM (titrated, usually from 57.5 µM), for inactives: at the top dose activity change, negative = inhibition, most hits filed as inhibitors. placental ASM, HMU-PC fluorogenic substrate, 60 min; further: potency means the concentration at half of the fitted maximal effect
#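 HMU-PC0 cleavage (9 uM final) by human placental ASM, 60 min at 37 °C following 10 min compound exposure at RT; stopped at pH 10, fluorescence Ex 386/Em 447 nm.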
# PKM2 act: PKM2 (human) enzyme activation; P14618; purified PKM2, Kinase-Glo ATP luminescence, activation; response scale: 0% is enzyme alone, no compound; hit rate 0.34% among 260,000; Potency, µM (doses to about 57.5 µM), for the others: at the highest dose activation, usual class: activators; further: potency means the concentration at half of the fitted maximal effect; on the % scale 0 is the no-effect control and ±100 the full control effect; nearly all actives have a fitted effect of over 55% in size
#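 Purified hPK-M2 (>95%) run at intermediate activity with 0.1 mM ADP and 0.5 mM PEP in 50 mM imidazole pH 7.2, KCl, MgCl2; 1 h room temperature. ATP formed read by Kinase-Glo luminescence; normalized to uninhibited and no-enzyme controls.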
# Menin MLL FP TR: inhibitors of human menin-MLL interaction, mutant MLL peptide; Menin + Texas Red MLL mutant peptide, fluorescence polarization; O00255; Potency, µM (titrated, usually from 61.6 µM), inactives show at the highest dose FP activity change, negative = inhibition, most hits filed as inhibitors; hit rate 0.23% among 270,000; active means well fitted inhibition curve with a large enough effect in the polarisation, with a control signal flat, not every such curve was filed as active; inconclusive means small, poorly fitted or top-dose-only effect, or effect the other way, or a change in a side signal; inactive means no such curve, though single readings can be large or run the other way; the % refers to the polarisation; further: potency means the concentration at half of the fitted maximal effect; % of control where 0% means no effect; many of its hits are not listed in these tables
# Target sequence (O00255 whole entry, looked up): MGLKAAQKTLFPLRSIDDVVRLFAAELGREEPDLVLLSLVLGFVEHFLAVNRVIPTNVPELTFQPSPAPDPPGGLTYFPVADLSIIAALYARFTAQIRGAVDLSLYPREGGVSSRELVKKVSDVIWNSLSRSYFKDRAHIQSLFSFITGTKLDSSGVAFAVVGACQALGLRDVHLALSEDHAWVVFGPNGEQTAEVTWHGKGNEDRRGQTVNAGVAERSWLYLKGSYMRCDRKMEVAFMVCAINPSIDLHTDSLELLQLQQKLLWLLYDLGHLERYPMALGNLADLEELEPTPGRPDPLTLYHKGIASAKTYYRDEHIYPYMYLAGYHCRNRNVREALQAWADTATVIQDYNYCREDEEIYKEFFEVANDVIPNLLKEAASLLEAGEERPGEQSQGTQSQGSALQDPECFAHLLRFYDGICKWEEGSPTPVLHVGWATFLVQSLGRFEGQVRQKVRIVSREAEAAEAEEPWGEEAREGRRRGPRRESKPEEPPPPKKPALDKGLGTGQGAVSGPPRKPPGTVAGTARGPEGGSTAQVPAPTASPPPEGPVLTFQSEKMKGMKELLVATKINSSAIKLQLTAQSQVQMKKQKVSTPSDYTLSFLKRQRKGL
# PTAP TSG101 blk: blocks PTAP/TSG101 interaction to inhibit HIV-1 budding | 340,000 tested, under 10 active | Potency, µM (series often up to 115 µM), without a hit: at the highest dose activity change, negative = inhibition, actives largely listed as inhibitors | Fluorescence polarization, FITC-PTAP peptide / Tsg101 binding; active means well fitted inhibition curve with a large enough effect in the main read-out, with a control signal flat, not every such curve was filed as active; inconclusive means small, poorly fitted or top-dose-only effect, or effect the other way, or a change in a side signal; inactive means no such curve, though single readings can be large or run the other way; further: potency means the concentration at half of the fitted maximal effect; % of control where 0% means no effect
# Target sequence (Q99816 whole entry, looked up): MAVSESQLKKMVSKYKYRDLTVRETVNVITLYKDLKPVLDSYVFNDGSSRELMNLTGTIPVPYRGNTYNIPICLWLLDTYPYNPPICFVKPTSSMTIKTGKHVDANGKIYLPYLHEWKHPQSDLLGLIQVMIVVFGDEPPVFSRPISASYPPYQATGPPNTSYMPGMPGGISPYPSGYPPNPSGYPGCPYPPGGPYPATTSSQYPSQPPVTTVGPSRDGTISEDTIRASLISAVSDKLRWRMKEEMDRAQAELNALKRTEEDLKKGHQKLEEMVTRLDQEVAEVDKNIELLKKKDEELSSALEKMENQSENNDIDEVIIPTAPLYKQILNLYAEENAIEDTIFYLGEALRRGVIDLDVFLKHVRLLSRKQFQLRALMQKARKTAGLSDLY
#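 FP read-out: FITC-PTAP peptide, 50 nM final, binding Tsg101 binding domain, 10 uM final; 20 min, r.t.; 10 mM HEPES pH 7.5, 0.15 M NaCl, 0.01% Tween 20, 3 mM EDTA, 0.1 mM TCEP.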
# Tb PFK block: T. brucei PFK enzyme inhibition; O15648; T. brucei PFK, ADP-Glo luminescence; Potency, µM (titrated, usually from 57.5 µM), for inactives: at the highest dose activity, negative = inhibition, actives largely listed as inhibitors; hit rate 0.17% among 330,000; AID 485367;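 further: potency means the concentration at half of the fitted maximal effect; 0% = uninhibited 1x PFK enzyme wells and -100% = no-enzyme wells; nearly all actives have a fitted effect of over 60% in size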
#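 Luminescent ADP detection (ADP-Glo, two-step: ATP depletion then ADP-to-ATP conversion for luciferase) reported PFK activity after 45 min room-temperature reaction of 1.25 nM enzyme with 0.5 mM F6P and 0.1 mM ATP at pH 8.0.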
# FBPA coupling cs: counter-screen for Giardia aldolase inhibitors: coupling enzyme system. coupling enzyme system counterscreen, AmpLite Red fluorescence. activity change, negative = inhibition, % at 58.2 µM, hits read low. hit rate 0.67% among 290,000; in the data active means activity change below about -30%; further: on the % scale 0 is the no-effect control and ±100 the full control effect
#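 Counterscreen of the coupled detection system alone, without aldolase: glyceraldehyde-3-phosphate coupling enzymes plus AmpLite Red readout. Compounds at 57.5 uM final, 10 min RT preincubation, 20 min RT reaction, fluorescence 525/598 nm.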
# Integrin act MD: integrin-mediated muscular dystrophy alleviation activation; hit rate 0.064% among 350,000; AID 624291; Potency, µM (highest dose often 38.3 µM), inactives show at the top dose activation, usual class: activators; alpha7betagal myoblasts, beta-gal FDG fluorescence, 48 h;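 further: potency means the concentration at half of the fitted maximal effect; 100% = response of the positive control SU9516; nearly all actives have a fitted effect of over 60% in size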
#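 alpha7betagal+/- myoblasts (passage 13, 250/well) treated 48 h at 37C with compounds at 1:260 dilution of DMSO stock. Lysed, then beta-galactosidase activity read as FDG fluorescence (ex 480/em 540) after 30 min, with pre-read for autofluorescence.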
# B2AR arrestin: beta2AR (human) beta-arrestin recruitment activity | P07550 | beta-arrestin recruitment to beta2AR, cell-based reporter | Potency, µM (doses to about 46.1 µM), for the others: at the top dose activation, most hits filed as activators | hit rate 0.02% among 330,000;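 further: potency means the concentration at half of the fitted maximal effect; 0% = DMSO controls and full agonism = EC100 isoproterenol or metaproterenol; nearly all actives have a fitted effect of over 65% in size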
# Numbers without * were called inactive; u = inconclusive; x = not tested or not shown; [ ] = another dose, or the depositor's remark. Unless noted, the call rests on the fitted dose curve; in most records, active means well fitted curve in the direction sought with a large enough effect; inconclusive means small, poorly fitted or top-dose-only effect, or another doubt; inactive means no such curve, though single readings can be large; an effect the other way counts as inactive or inconclusive. An excerpt; the hit share may differ from the screen's.
SMILES,Giardia killer,GALK inh,Chronic BCR inh,ASM inhibitor,PKM2 act,Menin MLL FP TR,PTAP TSG101 blk,Tb PFK block,FBPA coupling cs,Integrin act MD,B2AR arrestin
CC(Nc1nc(N2CCCC2)nc2ccccc12)c1ccccc1 (stereo not drawn),3,1%,8%,120%[activator],10%,-7%,-14%,0%,3,-59%[inhibitor],-0.7%
COC(=O)N/N=C/c1cc(Br)ccc1O,7,-2%,u,229%[activator],0%,4%,-2%,0%,1,0%,-0.8%
COc1ccc(CNC(=O)C(c2ccco2)N(C(=O)CNS(=O)(=O)c2ccccc2)c2ccccc2C)cc1 (stereo not drawn),-6,x,u,-5%,11%,-2%,-3%,-1%,2,-12%,2.4%
COc1ccccc1CNS(=O)(=O)c1cccc2nsnc12,0,5%,5%,7%,4%,x,-5%,-1%,x,7%,-0.5%
COC(=O)c1nc(Cl)c(Cl)c(N)c1Cl,-3,5%,-16%,-1%,0%,-1%,0%,4%,0,-22%,-0.2%
O=C(O)C1C2C=CC(C2)C1C(=O)NCCCN1CCCC1=O (stereo not drawn),-9,-1%,3%,2%,2%,x,-1%,0%,x,u,-0.2%
CCOc1cccc(Nc2cc3n(c(=O)n2)CCc2cc(OC)c(OC)cc2-3)c1,-2,-3%,4%,2%,3%,-28%,-6%,-8%,2,8%,-0.7%
CCCS(=O)(=O)N1CCC(C(=O)NCCCOC(C)C)CC1,6,0%,0%,0%,-1%,-5%,-1%,2%,0,13%,-0.4%
C=C1CCN([C@@H](C)C(=O)NCc2cc(OC)c(OC)c(OC)c2)S(=O)(=O)c2ccccc21,8,-1%,-1%,-5%,0%,x,-3%,0%,-3,-26%,-0.2%
CCN(CC)C(=O)Oc1cc(=O)n(C)c2ccccc12,11,x,-1%,6%,2%,1%,-3%,0%,1,0%,0.0%
CCN(CC)CCN(C(=O)c1cc2c(ccc3ccccc32)oc1=O)c1nc2cc3c(cc2s1)OCCO3,-13,2%,-17%,253%[activator],3%,-9%,-1%,9%,-3,-56%[inhibitor],0.3%
CN(C1CCCCC1)S(=O)(=O)c1ccc(S(=O)(=O)N(CC(=O)Nc2ccccc2)C2CC2)cc1,1,1%,-9%,-11%,5%,x,-13%,5%,4,25%,-0.4%
CC(NC(=O)c1ccc(S(=O)(=O)NCc2ccco2)cc1)c1ccc(F)cc1 (stereo not drawn),-23,x,u,5%,x,x,-11%,-5%,x,-13%,-3.0%
O=C(CCc1nnc(CCCCc2ccccc2)o1)N(CCO)Cc1ccccc1,11,1%,u,2%,-2%,-14%,1%,-4%,1,-1%,-1.0%
N=c1c2c(n(Cc3ccc(Cl)cc3)c3c1CCC3)CCC2,8,0%,u,-1%,-4%,-7%,-6%,1%,-1,-53%[inhibitor],0.4%
COc1ccc(C(=O)CC(=O)c2ccc(OC)cc2)cc1,-7,-2%,2%,20%,3%,6%,-2%,-2%,-1,4%,0.1%
COC(=O)c1ccc(N(CC(=O)NC2CCCC2)C(=O)CNC(=O)c2ccco2)cc1,-7,-2%,8%,-2%,-3%,-8%,1%,-2%,7,-7%,0.2%
CCC(=O)Nc1nc(C)c(-c2csc(Nc3ccc(S(=O)(=O)Nc4cc(C)on4)cc3)n2)s1,x,0%,u,x,-9%,8%,x,-3%,-2,x,0.0%
O=[N+]([O-])c1cc2c(cc1CN1CCN(c3ccccc3F)CC1)OCO2,-15,-1%,u,-1%,0%,-1%,-6%,-4%,-1,-7%,0.6%
CC(OC(=O)CNC(=O)c1sc2ccccc2c1Cl)c1ccccc1 (stereo not drawn),0,x,-8%,-8%,x,x,-4%,-3%,x,u,0.3%
Cc1ccc(C(=O)N[C@@H](Cc2ccccc2)C(=O)N2CCC3(CC2)NCCc2[nH]cnc23)cc1C,5,-1%,7%,4%,x,x,2%,0%,x,0%,0.3%
CCOC(=O)c1cnc2ccc(C(=O)OC)cc2c1NCCN1CCOCC1,9,10%,9%,5%,-1%,-13%,-8%,4%,-7,-29%,-0.4%
CNC(=O)c1c(NC(=O)CCS(=O)(=O)c2ccc(Cl)cc2)sc2c1CCN(C(=O)OC)C2,-17,x,-7%,10%,x,x,-8%,-3%,x,-23%,-0.3%
CCOC(=O)[C@H]1[C@H]2COc3ccccc3[C@@H]2N2C(=O)c3cc(Cl)ccc3NC(=O)[C@@]12C,10,x,u,0%,x,x,-11%,0%,x,3%,4.9%
CC(C)n1c(N2CCN(C(=O)Nc3ccc(F)cc3F)CC2)nc2ccccc21,-2,-2%,-13%,2%,-8%,18%,-6%,0%,-3,-11%,-0.8%

# Going on with the list.
SMILES,Giardia killer,GALK inh,Chronic BCR inh,ASM inhibitor,PKM2 act,Menin MLL FP TR,PTAP TSG101 blk,Tb PFK block,FBPA coupling cs,Integrin act MD,B2AR arrestin
Cc1c(Br)cnn1C(C)C(=O)N1CCN(c2ccccc2F)CC1 (stereo not drawn),-14,x,9%,5%,x,x,-2%,-10%,x,u,0.1%
Cc1sc2nc(C(C)(C)C)oc(=O)c2c1C,-1,-3%,9%,-2%,1%,1%,-3%,0%,2,9%,-0.2%
O=C(N/N=C/c1ccoc1)c1ccccc1F,-12,0%,u,-1%,6%,-4%,-2%,u,-4,7%,0.5%
COc1ccc(Cl)cc1NC(=S)NNC(=O)c1cccs1,-16,8%,u,-7%,2%,u,-1%,-1%,-1,32%,-0.9%
O=C(NCCCNC(=O)c1ccco1)c1cccc(F)c1,8,6%,0%,2%,-5%,-15%,-3%,-1%,1,0%,-0.6%
CC(C)(C)NC(=O)CC1C[C@H](C(=O)N2CCCCC2)[C@@]2(C)c3[nH]c4ccccc4c3CCN2C1=O (stereo partly drawn),-3,x,u,5%,x,x,1%,0%,x,21%,0.9%
O=C(Nc1cccc2ncccc12)c1ccc(-c2ccc(Cl)cc2Cl)o1,-4,1%,u,u,2%,-28%,1%,-7%[0.46 µM],2,-17%,0.4%
CCOc1ccc(CCNC(=O)COC(=O)CNC(=O)c2ccc(Br)o2)cc1OCC,-6,x,u,-1%,x,x,-7%,4%,x,0%,0.1%
CCCOc1cccc(C(=O)NC(=S)Nc2ccc(N3CCN(C)CC3)cc2)c1,-17,1%,-2%,-4%,-1%,-3%,0%,-14%,2,10%,-0.3%
Clc1cccc(-c2ccc(-c3nc4ccccn4c3NCc3ccccc3)cc2)c1,4,x,u,429%[activator],x,x,-6%,2%,x,-11%,0.0%
COc1ccc(NC(=O)CSc2nc3ccccc3nc2N2CCOCC2)cc1,-11,x,-14%,-1%,0%,21%,0%,-8%,4,-2%,-0.3%
Cc1ccccc1N(C(=O)Cc1cccs1)C(C(=O)NC1CCCCC1)c1cn(C)nc1C (stereo not drawn),-4,1%,1%,2%,10%,-5%,0%,1%,-3,14%,-0.5%
O=C(Nc1ccccn1)C1COc2ccccc2O1 (stereo not drawn),11,2%,u,4%,12%,-20%,-5%,2%,1,27%,0.1%
N#Cc1ccc2ccn(CC(=O)NCc3ccco3)c2c1,-1,2%,-3%,1%,1%,2%,-2%,21µM*,0,-6%,-0.9%
O=C(Nc1ccc(CSc2ccccc2)cc1)c1ccccc1,16,0%,-1%,1%,-4%,u,1%,3%,1,-35%,0.1%
CCOc1ccccc1NC(=S)NC(=O)CCc1ccccc1,-26,-3%,-7%,-6%,4%,6%,0%,3%,0,9%,-0.6%
Clc1ccc(CSc2nnc(-c3ccncc3)s2)cc1,-2,-2%,8%,1%,-2%,x,0%,2%,-2,-18%,-0.9%
O=C(C1=C[C@H](c2ccccc2)C[C@H](OCCCCO)O1)N1CCN(Cc2ccc3c(c2)OCO3)CC1,-2,4%,-5%,-3%,1%,u,9%,-2%,7,15%,-0.1%
O=C(c1cnn2ccccc12)N(Cc1ccco1)C1CCCC1,0,2%,1%,2%,0%,7%[11.7 µM],-3%,-3%,2,-7%,0.1%
O=C(CSc1nnc(-c2ccccc2)n1C1CCCCC1)N1CCCC1,3,0%,3%,0%,-2%,-16%,-7%,5%,5,-24%,-0.1%
CC(C)(/C=N/O)/[N+]([O-])=C/c1ccccc1,-12,1%,-8%,2%,-3%,x,-2%,0%,1,-1%,0.2%
COc1ccccc1CNS(=O)(=O)CC12CCC(CC1=O)C2(C)C (stereo not drawn),8,14%,u,-1%,-2%,63%[activator],-3%,-1%,5,28%,0.2%
O=C(NCCS(=O)c1ccc(Cl)cc1)c1cccc(Cl)c1 (stereo not drawn),13,-2%,-6%,-1%,0%,-5%,-3%,1%,-1,-26%,-0.4%
Nn1c(SCC(=O)N2CCCCCC2)nnc1-c1ccco1,8,x,-2%,7%,x,x,-2%,-1%,x,1%,0.0%
CCOC(=O)C(NC(=O)NCc1ccccc1)(OCC)C(F)(F)F (stereo not drawn),9,2%,3%,5%,-3%,5%,-1%,0%,1,-16%,-1.1%
